ERp5 block = inhibitors of human ERp5; ERp5 insulin aggregation, absorbance 650 nm, 90 min; inhibition, % at 9.99 µM; 350,000 tested, 0.05% active; AID 651711;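 active = mean replicate inhibition above about 25%, with every replicate also reaching it, limit read from the data, passing the limit was not always enough; inconclusive = only one of those two criteria met; inactive = neither criterion met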
Target sequence (Q15084 whole entry, looked up): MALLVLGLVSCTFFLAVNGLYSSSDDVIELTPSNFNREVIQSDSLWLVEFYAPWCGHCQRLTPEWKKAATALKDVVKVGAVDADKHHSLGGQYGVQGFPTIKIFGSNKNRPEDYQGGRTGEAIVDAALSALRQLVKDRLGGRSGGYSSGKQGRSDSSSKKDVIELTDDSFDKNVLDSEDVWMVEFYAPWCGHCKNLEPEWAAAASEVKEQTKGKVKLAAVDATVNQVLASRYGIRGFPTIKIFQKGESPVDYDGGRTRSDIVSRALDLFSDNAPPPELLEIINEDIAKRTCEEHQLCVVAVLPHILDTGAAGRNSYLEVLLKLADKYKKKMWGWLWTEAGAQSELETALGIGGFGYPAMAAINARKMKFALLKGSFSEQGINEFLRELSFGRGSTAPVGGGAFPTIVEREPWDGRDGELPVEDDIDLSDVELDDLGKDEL
CFTR F508del cor = correctors of CFTR F508del function in bronchial epithelial cells. CFBE cells, YFP halide quenching; stimulated with forskolin plus potentiator P3; % fluorescence drop versus neutral controls. activity (quench increase), % at 7.58 µM. 350,000 tested, 0.36% active. AID 720511;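 active = mean added fluorescence quench of at least 8% versus neutral control, with both replicates also reaching 8%; inconclusive = only one of the mean or replicate conditions met; inactive = mean below 8% and not both replicates reaching 8%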;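 also: cells transiently co-express mutant CFTR-F508del with the halide-sensitive YFP; corrector assay measuring rescue of mutant channel to the surface after 24 h compound exposure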
SIRT5 block = blocks human SIRT5 desuccinylation of peptide | Q9NXA8 | Purified SirT5, succinyl-peptide AMC, trypsin-coupled fluorescence | inhibition, % at 15 µM | 330,000 tested, 1.1% active | AID 652115; in the data active = inhibition above about 15%; inconclusive = no clear call, values can overlap the other calls
Target sequence (Q9NXA8 whole entry, looked up): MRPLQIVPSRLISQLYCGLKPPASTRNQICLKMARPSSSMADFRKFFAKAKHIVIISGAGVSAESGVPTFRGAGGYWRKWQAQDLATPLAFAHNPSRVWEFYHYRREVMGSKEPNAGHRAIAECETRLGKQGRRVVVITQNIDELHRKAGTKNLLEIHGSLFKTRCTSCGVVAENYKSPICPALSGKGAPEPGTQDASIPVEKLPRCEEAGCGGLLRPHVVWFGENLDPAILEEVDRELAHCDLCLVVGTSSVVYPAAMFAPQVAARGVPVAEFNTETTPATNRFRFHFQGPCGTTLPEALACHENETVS
miR-122 sensor = miR-122 inhibition in Huh7 cells; 340,000 tested, 0.3% active; activation (reporter increase), % at 12.5 µM; Huh7 miR-122 Renilla luciferase sensor, 48 h; neutral wells = 0, positive control = 100;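 active = mean replicate activation score at least 90 and every replicate individually at or above 90; inconclusive = only one of the two criteria met; inactive = neither criterion met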;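 also: higher luciferase means less miR-122 activity so hits act as miR-122 inhibitors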
ERAP1 HTS inh = ERAP1 (human) enzyme inhibition; Q9NZ08; recombinant ERAP1, Leu-AMC fluorescence, 60 min; inhibition, % at 10.7 µM; 340,000 tested, 0.15% active; AID 652197;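 active = mean replicate inhibition of at least 30%, or all replicates individually reaching that 30% level; inactive = mean below 30% and not every replicate reaching it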;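 also: 0% = neutral control wells and 100% = L-leucinethiol positive control wells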
DENV2 CPE rescue = inhibitors of DENV2 cytopathic effect; DENV2-infected cells, cytopathic effect rescue, plate reader; AID 651640; 350,000 tested, 1.7% active; CPE inhibition, % at 9.99 µM; in the data active = CPE inhibition above about 20%, passing the limit was not always enough; inconclusive = no clear call, values can overlap the other calls; tested in BHK-21 cells;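 also: 0% = median of neutral control wells and 100% = median of positive control wells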
Casp6 inh = blocks human caspase-6 cleavage activity; AID 686996; 350,000 tested, 0.53% active; inhibition, % at 12.5 µM; purified caspase-6, Z-VEID-R110 cleavage fluorescence;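 active = mean inhibition across replicates at least about 35%, with every replicate also reaching that limit, limit read from the data; inconclusive = only one of the two criteria met; inactive = neither criterion met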;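 also: 0% = median of neutral control wells and 100% = no fluorescence left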
Target sequence (P55212 24-179 limits assumed): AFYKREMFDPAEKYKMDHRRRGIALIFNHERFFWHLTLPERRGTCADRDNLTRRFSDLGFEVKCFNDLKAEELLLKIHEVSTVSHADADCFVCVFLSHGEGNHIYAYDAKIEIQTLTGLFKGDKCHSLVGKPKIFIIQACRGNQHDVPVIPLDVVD
Target sequence (P55212 194-293 limits assumed): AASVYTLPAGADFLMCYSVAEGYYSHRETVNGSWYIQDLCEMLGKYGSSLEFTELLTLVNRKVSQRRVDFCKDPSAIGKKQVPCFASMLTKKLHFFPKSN
* = called active by the depositor; ? = inconclusive; . = no result given; & = joins results of further samples; [ ] = another dose, or the depositor's remark.

SMILES | ERp5 block | CFTR F508del cor | SIRT5 block | miR-122 sensor | ERAP1 HTS inh | DENV2 CPE rescue | Casp6 inh
CCN(CC)CCn1c(=N)n(CC(=O)c2ccc(C)cc2)c2ccccc21 | 5 | 0.7 | 1 | 7 | 0 | ? | -22
CCOC(=O)C1=CCN(S(=O)(=O)c2ccccc2F)C1c1ccc(Br)cc1 (stereo not given) | 1 | -1.4 | -1 | . | -3 | -4 | 0
CCC(=O)Nc1ccc2c(c1)OC[C@@H](C)N(Cc1ccccc1)C[C@H](C)[C@H](OC)CN(C)C2=O | -2 | -0.3 | 1 | 6[16.7 µM] | 1 | 7 | 1
CCCNC(=O)C[C@@H]1CC[C@@H]2[C@H](COC[C@H](O)CN2S(=O)(=O)c2ccc(Oc3ccccc3)cc2)O1 | -7 | 3.2 | 2 | 5[16.7 µM] | 0 | -7 | 3
C/C=C/c1ccc(C2[C@H]3CNC[C@@H]2N3C(=O)Nc2ccc(F)cc2)cc1 (stereo not given in full) | 5&-1 | -4.0&-2.5 | 1&3 | . | -2&0 | 11&0 | 3&-2
N#Cc1c(C(F)(F)F)cc(Cc2ccccc2)nc1SCC(=O)NCC(=O)O | 0 | 1.0 | -1 | . | 2 | 2 | 10
COC(=O)CNC(=O)/C=C/c1cc(Br)ccc1OC | 0 | 0.4 | 3 | -6 | 0 | . | 28
Cc1noc(C)c1NC(=O)N(C)C[C@H]1Oc2c(NC(=O)Nc3cccc4ccccc34)cccc2C(=O)N([C@H](C)CO)C[C@@H]1C | 6 | -0.2 | -1 | -1[16.7 µM] | -2 | 13 | 5
O=C(c1ccccc1Cl)N1CCN(Cc2ccc3c(c2)OCO3)CC1 | 0 | -3.9 | -2 | 0 | -1 | 9 | 1
O=C(Nc1ccnn1C1CCN(CC(O)CO)CC1)C1CCCC1 (stereo not given) | 3 | 0.9 | -6 | 1 | 0 | 71* | -4

Limited to ERAP1 HTS inh, SIRT5 block and ERp5 block (2 entries from above):
Molecule | ERAP1 HTS inh | SIRT5 block | ERp5 block
N#Cc1c(C(F)(F)F)cc(Cc2ccccc2)nc1SCC(=O)NCC(=O)O | 2 | -1 | 0
COC(=O)CNC(=O)/C=C/c1cc(Br)ccc1OC | 0 | 3 | 0

(continued)
SMILES | ERp5 block | CFTR F508del cor | SIRT5 block | miR-122 sensor | ERAP1 HTS inh | DENV2 CPE rescue | Casp6 inh
Cc1cc(=O)[nH]c(CN2CCC(c3ccccc3)CC2)n1 | 2 | -1.6 | 3 | -4 | 2 | 0 | 1
CCN(CC)c1ccc(/C=N/NC(=O)Cc2nnc(NC(=O)Nc3ccccc3)s2)cc1 | -1 | . | -7 | . | 9 | -1 | -4
CCOC(=O)c1c(NC(=O)c2cc(-c3cccc(O)c3)on2)sc(C(C)=O)c1C | 1 | 1.6 | -1 | 1 | 2 | -1 | -1
CC(=O)Nc1ccc2c(c1)C(=O)N(C)[C@H]1CC[C@H](CC(=O)NC3CCCCC3)O[C@H]1CO2 | . | 0.6 | . | 17[16.7 µM] | . | 6 | .
COCCc1ccc(OC2(C)CCN(Cc3cccc(OCOC)c3)C2)cc1 (stereo not given) | 11 | 1.9 | -5 | -2 | 1 | 7 | -1
CCCCN(C)C(=O)c1ccc2c(c1)S(=O)(=O)c1ccccc1C2=O | -2 | 3.5 | 2 | 0 | -1 | 2 | -107
Cc1c(CCOC(=O)c2cccc([N+](=O)[O-])c2)sc[n+]1CC(=O)c1ccccc1 | 6 | 0.3 | -1 | . | -2 | 1 | 1
O=C(c1ccc(F)cc1)N1CCCCN2[C@@H](CO)[C@@H](c3ccc(/C=C/c4ccccc4)cc3)[C@@H]2C1 | -4 | -2.7 | 2 | 23[16.7 µM] | 4 | -25 | -2
Cc1ccc(N(C)C(=O)N2CCN(c3ccccn3)CC2)cc1 | 7 | 0.3 | . | . | -2 | 0 | 1
N#C[C@@H]1[C@H](c2ccc(-c3cccc(F)c3)cc2)[C@H](CO)N1C(=O)c1cccnc1 | -5 | 1.7 | 2 | . | -4 | -14 | 2
CCN(CC)C(=O)CC(c1cc(OC)c(OC)c(OC)c1)c1c(OC)cc(OC)c2ccc(=O)oc12 (stereo not given) | -3 | 0.8 | 3 | 5 | 1 | 5 | -1
COc1ccc(C(=O)N/N=C/c2cn[nH]c2-c2ccc(OC)cc2OC)cc1 | 0 | 1.1 | 0 | -7 | 3 | -7 | 0
COc1ccc(Cl)cc1NC(=O)CN(C)C(=O)CCNC(=O)c1ccccc1OC | 6 | 1.8 | -6 | -5 | 0 | 2 | 3
CCCC1C(=O)Nc2ccccc2N1C(=O)c1ccc(C(C)(C)C)cc1 (stereo not given) | -1 | -3.0 | 1 | . | -2 | 0 | 5
COc1ccc2c3c(n(C)c2c1)[C@@H](CO)N(C(=O)c1ccc(F)cc1)CC31CCN(C(=O)c2ccc(F)cc2)CC1 | -7 | -0.5 | 0 | . | . | 3 | .
Cc1ccccc1OCCC(=O)Nc1ccccc1C(=O)NC1CC1 | -3 | -3.0 | 1 | -1 | 4 | ? | -4
CN(C)c1ccc(N/C(N)=N/c2nc(C(F)(F)F)cc(C(F)(F)F)n2)cc1 | -2 | -4.0 | -8 | . | 1 | 2 | 1
CO[C@@H]1CN(C)C(=O)c2cc(NC(=O)c3nc4ccccc4s3)ccc2OC[C@H](C)NC[C@@H]1C | 13 | 0.9 | 1 | . | 2 | -1 | -1
NC(=O)CC1C(=O)N(c2ccc(Cl)cc2)C(=S)N1NC(=O)c1cccc(F)c1 (stereo not given) | 1 | -1.1 | -5 | -4 | 0 | 6 | 3
O=C(Nc1nnc(SCC(=O)N2CCCC2)s1)C1CC(=O)N(c2ccccc2)C1 (stereo not given) | 1 | -3.2 | 0 | . | 0 | -12 | -5
CCOc1ccccc1OCC(=O)NCc1ccco1 | -7 | -2.1 | -1 | -10 | 4 | -2 | 14
O=C(Nc1ccn(CCCN2CCN(Cc3cccc4ccccc34)CC2)c(=O)n1)OCc1ccccc1 | 6 | 2.2 | -4 | -3 | -9 | -4 | 1
Cc1ccc(CNC(=O)c2cnc3ccccc3n2)cc1 | 1 | 3.3 | 5 | -2 | 4 | -2 | -6
CC(C)(C)c1ccc(C2C(C#N)=C(N)Oc3n[nH]c(-c4cccnc4)c32)cc1 (stereo not given) | -2 | 1.6 | 0 | -4 | 1 | 7 | -1
Cc1c(Cl)cccc1N1C(=O)C(N2C(=O)c3cccc([N+](=O)[O-])c3C2=O)C1c1cccs1 (stereo not given) | 3 | . | . | -4 | 1 | . | -2
C[C@H]1CN([C@@H](C)CO)C(=O)Cc2cc(NC(=O)Nc3cccc4ccccc34)ccc2O[C@@H]1CN(C)S(=O)(=O)c1ccc(Cl)cc1 | -3 | 1.5 | 11 | -5[16.7 µM] | -1 | -17 | 4
Cc1ccsc1C(=O)N1CCCC(CCC(=O)NCc2ccc(F)c(F)c2)C1 (stereo not given) | 2 | 0.4 | -11 | 3 | 0 | 3 | -2
O=C(COc1ccc(C2SCCS2)cc1)Nc1ccc(Cl)cc1 | 5 | 0.4 | -3 | . | -3 | 1 | -7
C[C@@H]1CN([C@H](C)CO)C(=O)c2cc(NS(=O)(=O)c3ccc(Cl)cc3)ccc2O[C@@H]1CN(C)C(=O)Nc1ccccc1 | 3 | -0.6 | 0 | -4[16.7 µM] | 2 | 3 | -3
CO[C@@H]1CN(C)C(=O)c2ccc(NC(=O)c3cccnc3)cc2OC[C@@H](C)N(CC2CC2)C[C@H]1C | -3 | -0.8 | -1 | . | 1 | -1 | -2
CCOC(=O)C1=C(N)OC2=C(C(=O)CCC2)C1c1ccccc1OC (stereo not given) | 3 | -1.8 | -3 | . | 0 | 3 | -2
Cc1noc(C)c1NC(=O)Nc1ccc2c(c1)C(=O)N([C@H](C)CO)C[C@H](C)[C@H](CN(C)CC1CCCCC1)O2 | -5 | -0.6 | 9 | -2[16.7 µM] | -2 | -4 | -4
O=C(Nc1ncn[nH]1)c1ccc(Cl)c(Cl)c1 | 2 | -0.6 | -2 | 0 | -9 | -5 | 1
CC(=O)N1CCN(CC(=O)Nc2cccc(S(=O)(=O)N3CCCCC3)c2)CC1 | 0 | 0.5 | -2 | -9 | 2 | -9 | -2
CCCCN(C(=O)CC1CCCC1)c1c(N)n(CCC)c(=O)[nH]c1=O | 3 | 2.1 | 1 | . | -4 | -2 | 2
CCCNC(=O)c1onc(CSc2ccc(F)cc2)c1C(=O)NCCOC | 5 | -3.0 | -4 | -1 | 1 | -2 | 1
C[C@@H]1CN([C@@H](C)CO)C(=O)Cc2cc(NC(=O)NC3CCCCC3)ccc2O[C@@H]1CN(C)S(=O)(=O)c1cn(C)cn1 | 1 | 6.4 | 0 | 5[16.7 µM] | -4 | 5 | 2
O=[N+]([O-])c1ccc(N2CCN(S(=O)(=O)c3ccc(Cl)cc3)CC2)cc1NCC1CCCO1 (stereo not given) | -1 | . | -5 | 5 | -1 | . | -2
O=C(NCC[C@@H]1CC[C@@H](NC(=O)c2cccnc2)[C@@H](CO)O1)Nc1ccc(C(F)(F)F)cc1 | -1 | 1.8 | -2 | . | 2 | -1 | -176
Nc1cc([N+](=O)[O-])ccc1OCc1ccccc1 | -4 | 1.7 | -2 | . | -1 | -6 | -1
O=C(CN1CCN(c2ccccn2)CC1)Nc1ccc(F)c(F)c1 | -1 | 4.3 | -6 | . | -2 | 8 | -1
Cn1c(/C=C/c2cccc([N+](=O)[O-])c2)c([N+](=O)[O-])c(=O)n(C)c1=O | 1 | 0.1 | -1 | -3 | 1 | 12 | 8
O=C(OCc1cn([C@@H]2C[C@H](c3ccc(Cl)cc3)N(C(=O)C3CCCCC3)C[C@H]2O)nn1)c1ccccc1 | -7 | -3.3 | -6 | 1 | 19 | -3 | 1
CC(=O)Nc1ccc(S(=O)(=O)NCC(=O)OCC(=O)N2CCCCCC2)cc1 | 4 | -3.0 | 1 | -14 | 1 | 12 | -3
CCOC(=O)N1CCN(Cc2nc3cc(NC(=O)CC(C)C)ccc3n2CC)CC1 | 0 | 6.4 | -4 | . | 1 | ? | 0
O=C(c1ccc(C(F)(F)F)cc1)N1CCC(=O)N(C(CO)Cc2ccccc2)CC1 (stereo not given) | -4 | 1.9 | . | -2 | . | 15 | -1
COc1cccc(NC(=O)C2(C)CCN2C(=O)Cc2ccc(C(C)C)cc2)c1 (stereo not given) | 0 | 3.8 | -2 | 5 | -2 | 12 | 3
Cc1ccc(OCCC(=O)OCC(=O)Nc2ccc(N3CCOCC3)cc2)cc1 | 1 | -3.2 | -7 | -3 | 5 | -2 | 1
Cc1nnc(SCC(=O)NC2CCCC2)n1CCc1ccccc1 | -1 | -1.3 | -2 | . | 3 | -3 | 1
Cc1ccc(C(=O)NCCCNC(=O)c2ccco2)cc1 | 2 | -0.3 | 0 | . | -1 | 6 | 1
Other records.
SMILES | ERp5 block | CFTR F508del cor | SIRT5 block | miR-122 sensor | ERAP1 HTS inh | DENV2 CPE rescue | Casp6 inh
CS(=O)(=O)N[C@@H]1C[C@@H]2O[C@H](CO)CC[C@@H]2O[C@@H]1CCc1ccc(-c2ccccc2F)cc1 | -2 | -1.1 | -2 | . | -3 | 7 | 2
Cc1[nH]nc(SCC(=O)Nc2cccc(O)c2)c1[N+](=O)[O-] | 5 | 1.2 | 3 | -2 | -3 | . | .
CN(C(=O)c1cccc(NC(=O)C2CCN(C(=O)OC(C)(C)C)CC2)c1)C1CCCCC1 | 1 | 0.6 | . | . | 0 | -4 | 1
Cc1ccc(-c2csc(NC(=O)c3ccco3)n2)cc1C | -1 | 2.8 | 0 | -4 | 0 | -4 | -3
CCCn1c(N)c(C(=O)CSc2nnc3n2CCCCC3)c(=O)[nH]c1=O | -4 | -1.9 | 2 | -9 | 2 | 12 | 3
COCCN1Cc2cc(C(=O)OC)c3c(c2C1=O)c1ccccc1n3S(=O)(=O)c1ccc(C)cc1 | 2 | 0.5 | . | . | -4 | 2 | -6

This is a random part of the collection, and some 4% of all compounds hit somewhere here.
